Source: PubChem (Sanford-Burnham Center for Chemical Genomics)
SENP8 block-1: blocks the human protease SENP8 | purified SENP8, Z-RLRGG-aminoluciferin cleavage, luminescence | AID 2540 | Q96LD8 | actives 1.2% (n = 330,000) | inhibition, % at 10 µM; in the data active means inhibition above about 50%
Target sequence (Q96LD8 whole entry, looked up): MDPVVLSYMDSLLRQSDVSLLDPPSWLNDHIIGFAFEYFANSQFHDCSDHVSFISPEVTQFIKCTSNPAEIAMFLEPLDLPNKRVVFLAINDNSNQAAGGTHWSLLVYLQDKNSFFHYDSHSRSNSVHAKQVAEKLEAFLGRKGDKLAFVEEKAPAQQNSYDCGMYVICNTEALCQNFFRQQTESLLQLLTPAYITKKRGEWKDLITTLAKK
MIN6 prolif: induces beta-cell replication in MIN6 cells. MIN6 cells proliferation, ATPlite luminescence, 48 h; cells starved in 0.2% serum; 100% = growth in 10% serum. proliferation, % at 10 µM. actives 0.29% (n = 330,000). AID 2380;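 active means compounds whose signal lies at least 3.5 SD above the mean of all wells on their plate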;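 further: 0% = DMSO-treated cells in low-serum medium and 100% = 10% serum control; some compounds called inactive have numbers as strong as hits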
SENP6 inh: inhibitors of human SENP6 protease | Q9GZR1 | Recombinant SENP6 catalytic domain, aminoluciferin luminescence | inhibition, % at 10 µM | actives 1.8% (n = 330,000);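 active means inhibition above about 50% at the single tested dose, limit read from the data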;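 further: plate controls were DMSO wells with enzyme for no effect and DMSO wells lacking enzyme for full effect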
SENP8 block-2: inhibitors of human SENP8 protease; inhibition, % at 20 µM; actives 0.64% (n = 360,000); AID 602440; recombinant SENP8, Nedd8 substrate fluorescence; in the data active means inhibition mostly above about 40%, no sharp cut-off; inactive means mostly below about 27%
HKDC1 inhibitor: HKDC1 (human) hexokinase inhibition. Q2TB90. recombinant HKDC1, G6PDH/diaphorase resazurin coupled fluorescence. inhibition, % at 20 µM. actives 0.16% (n = 340,000);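 active means inhibition above about 35% when tested at 20 µM, limit read from the data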;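 further: plate controls were DMSO wells with enzyme for no effect and DMSO wells lacking enzyme for full effect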
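Test system: recombinant HKDC1 (HK5) hexokinase enzyme, produced in-house / Doses: 20 µM test compound, 1% DMSO / Timing: 90 min, room temperature / Detection: G6PDH/diaphorase-coupled fluorescence, 1 mM NADP, 100 µM resazurin, 525/613 nm / Control set: DMSO wells with and without enzyme mix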
SENP1 inh: blocks the human SENP1 SUMO protease catalytic domain; Q9P0U3; AID 624204; actives 0.21% (n = 360,000); inhibition, % at 10 µM; recombinant SENP1 catalytic domain, CyPet-SUMO1-YPet FRET cleavage;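 active means inhibition at least 30% at 10 µM, raw YFP signal under a set limit, fluorescence ratio 0.5 to 1.5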;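 further: 0% = enzyme with DMSO and 100% = no enzyme wells; some results filed as inactive read as strong as hits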
Target sequence (Q9P0U3 419-644 limits assumed): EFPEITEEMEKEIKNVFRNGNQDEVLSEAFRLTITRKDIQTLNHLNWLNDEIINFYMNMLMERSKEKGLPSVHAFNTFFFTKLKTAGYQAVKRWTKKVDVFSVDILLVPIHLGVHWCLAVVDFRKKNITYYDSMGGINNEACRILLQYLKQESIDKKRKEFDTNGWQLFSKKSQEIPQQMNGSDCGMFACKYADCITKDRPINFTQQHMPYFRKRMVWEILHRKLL
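Test system: hSENP1 catalytic domain, recombinant; Amount: 20 pM final SENP1 enzyme; Medium: Tris pH 8 buffer plus EDTA, NaCl, BME, BSA, NP40, catalase; Schedule: 50 min enzyme reaction, room temperature, light-protected; Technique: FRET fluorescence in CFP and YFP emission channels; Controls: no-enzyme wells low, DMSO-plus-enzyme wells high control.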
PfGluPho inh: PfG6PD (Plasmodium falciparum) enzyme inhibition; AID 504690; PfGluPho enzyme, NADPH resazurin-diaphorase fluorescence; actives 0.78% (n = 350,000); inhibition, % at 20 µM;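 active means inhibition reaching at least a set limit at 20 µM in the primary screen, cut at about 59% in these data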;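 further: 0% = DMSO wells with substrate and 100% = DMSO wells lacking glucose-6-phosphate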
UBC13 polyUb: blocks human UBC13 polyubiquitin chain formation | TR-FRET | inhibition, % at 20 µM | actives 0.47% (n = 330,000) | AID 485273 | P61088; in the data active means inhibition above about 45%, passing the limit was not always enough
Target sequence (P61088 whole entry, looked up): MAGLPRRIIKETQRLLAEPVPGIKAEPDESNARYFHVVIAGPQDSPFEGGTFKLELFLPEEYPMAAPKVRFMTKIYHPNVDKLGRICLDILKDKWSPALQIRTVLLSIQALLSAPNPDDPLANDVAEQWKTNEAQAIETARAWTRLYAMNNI
SENP7 block: SENP7 protease inhibition; recombinant SENP7, Z-RLRGG-aminoluciferin luminescence, 40 min; inhibition, % at 5 µM; AID 434973; Q9BQF6; actives 1.5% (n = 330,000);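 active means inhibition above about 50% at the single test dose, limit read from the data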;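 further: plate controls were DMSO with enzyme for no effect and no enzyme buffer wells for full effect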
Target sequence (Q9BQF6 706-1050 limits assumed): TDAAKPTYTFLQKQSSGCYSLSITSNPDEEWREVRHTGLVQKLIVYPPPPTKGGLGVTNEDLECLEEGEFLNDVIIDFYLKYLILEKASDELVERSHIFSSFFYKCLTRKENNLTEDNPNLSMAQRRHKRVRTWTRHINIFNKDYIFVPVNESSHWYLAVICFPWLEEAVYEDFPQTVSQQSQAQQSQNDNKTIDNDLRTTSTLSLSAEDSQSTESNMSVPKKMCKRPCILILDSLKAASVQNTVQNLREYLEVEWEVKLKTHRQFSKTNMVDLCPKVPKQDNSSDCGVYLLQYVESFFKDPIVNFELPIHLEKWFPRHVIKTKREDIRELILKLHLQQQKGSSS
Starred values were filed as active, the others as inactive; i = inactive.

SMILES	SENP8 block-1	MIN6 prolif	SENP6 inh	SENP8 block-2	HKDC1 inhibitor	SENP1 inh	PfGluPho inh	UBC13 polyUb	SENP7 block
CCC(O)(c1ccccc1)C(CN1CCOCC1)c1ccccc1 (stereo not drawn)	1	1	11	18	-4	2	2	2	2
Oc1ccc(-c2nccc(-c3cccs3)n2)cc1	-4	1	8	12	6	-1	4	12	3
COc1ccccc1NS(=O)(=O)c1cc(NC(=O)c2ccccc2[N+](=O)[O-])ccc1N1CCOCC1	3	-4	-7	6	-1	-1	19	-2	1
COc1ccc(N(CC(=O)NCc2ccc(F)cc2)S(=O)(=O)c2c(C)n[nH]c2C)cc1	-9	-1	-26	17	1	-1	-14	-4	3
COc1ccc(C(=O)c2c[nH]c(C(=O)NCCCn3ccnc3)c2)cc1	-3	-1	-7	7	-2	3	-2	-1	5
CCCCOC(=O)c1ccc(NC(=O)CSc2nncn2C)cc1	-10	-2	-22	18	-5	-1	-6	-12	-4
COc1cccc2c1Oc1cc([N+](=O)[O-])cc(N(C)C(C)=O)c1C=C2	9	-3	-14	13	3	1	-11	-11	4
CSc1nnc2c3cc(F)ccc3n(Cc3ccccc3)c2n1	0	-2	0	-7	-7	-58	6	11	0
CCOc1cc(-c2n[nH]c(=S)n2Cc2ccccc2)ccc1OC(F)F	-17	8	-6	-174	-1	0	13	12	-9
COc1ccccc1NC(=O)N1CCN(c2ccccn2)CC1	-5	-3	-7	-33	-3	1	10	7	4
O=C(O)C1CCCN(S(=O)(=O)c2ccccc2)C1 (stereo not drawn)	-11	-2	-19	8	-5	1	-5	-4	-8
CC(=O)c1sc(NC(=O)CCN2C(=O)c3ccccc3C2=O)nc1C	-2	-3	0	-1	0	-1	6	4	-12
COc1cccc(C(=O)NC(C)C(c2cccs2)N2CCOCC2)c1 (stereo not drawn)	4	1	-16	14	-7	-38	4	-2	4
COc1ccc(C2CC3CC(c4ccccc4)N2O3)cc1 (stereo not drawn)	9	-3	-5	3	-10	2	-6	-9	2
Cc1cc(C)nc(SCC(=O)NC2CCCCC2C)n1 (stereo not drawn)	-7	1	-16	3	-6	1	-13	-5	-11
CN(C(=O)c1ccc(S(=O)(=O)N(C)C)cc1)c1ccc2ccccc2c1	8	-3	-8	6	-4	1	40	3	-2
O=C1CN(C(=O)COC(=O)c2cccnc2Cl)c2ccccc2N1	-11	0	-17	0	-3	-1	-10	-10	-4
CCOC(=O)c1c(NC(=O)CNCCO)sc(C)c1C	-7	-1	-8	-55	2	-1	-6	4	-8
CCOC(=O)N1CCN(S(=O)(=O)c2ccc3c(c2)CC(C)N3C(=O)C2CC2)CC1 (stereo not drawn)	6	-1	17	15	-3	0	0	2	-4
O=c1c2ccccc2nc(SCc2cc(F)cc3c2OCOC3)n1Cc1ccco1	-2	-1	12	21	-1	-1	26	-2	18
Cc1cc(C(=O)OCC(=O)N2CC(C)OC(C)C2)c2ccccc2n1 (stereo not drawn)	4	-2	-10	-33	-3	-2	-3	1	-4
Clc1ccc(CSc2nnc(NC3=NCCCCC3)s2)cc1	3	-1	-5	32	-3	1	2	6	0
O=C(Nc1ccc(S(=O)(=O)N2CCCC2)cc1)c1cc(F)c(F)cc1Cl	-7	1	-11	0	1	2	-3	4	-1
CCOC(=O)c1csc(NC(=O)c2ccc3c(c2)OCCO3)n1	-9	-2	-2	-9	3	1	-6	12	3
O=C1CS/C(=C\[N+](=O)[O-])N1c1ccccc1	6	-3	10	9	-2	-2	-17	-7	3
Following part
SMILES	SENP8 block-1	MIN6 prolif	SENP6 inh	SENP8 block-2	HKDC1 inhibitor	SENP1 inh	PfGluPho inh	UBC13 polyUb	SENP7 block
O=C(COC(=O)CCc1nc2ccccc2c(=O)[nH]1)NC(=O)NC1CCCC1	-11	-1	-10	24	1	-8	5	-2	-6
CCCc1ccc(OCc2ccc(C(=O)NCc3cccnc3)o2)c(OC)c1	-4	-4	-14	-14	-6	0	7	14	-2
CCCCN(C(=O)C1CCCC1)C1CCS(=O)(=O)C1 (stereo not drawn)	0	1	-6	14	-6	1	-5	-4	1
COC(=O)CCn1nnc(-c2ccc(C(C)C)cc2)n1	-1	0	12	29	-4	2	2	4	3
COc1ccc(OC)c(CCNC(=O)c2ccc3c(c2)N(Cc2ccc(F)cc2)CCS3)c1	-10	-7	-8	-365	0	0	13	24	6
COc1cccc(-c2noc(CCC(=O)NC3CCCCC3)n2)c1	1	3	-16	12	-4	3	2	9	-3
CCOC(=O)c1sc(C)c(C(=O)NCCCN2CCOCC2)c1N	-5	0	-10	-196	-3	0	6	-7	-2
Cc1nn(Cc2ccccc2)c(Cl)c1C(=O)OC(C)C#N (stereo not drawn)	2	1	-6	14	-5	3	5	14	2
Cc1cccc(C)c1NC1=NC(=S)N(c2ccc(C(=O)O)cc2)C12CCCCC2	-8	0	-9	-12	-3	0	-22	-3	-3
CCOC(=O)CNC(=O)Cn1cnc2c(nnn2-c2ccc(F)cc2)c1=O	2	-1	-22	14	-4	0	-8	12	1
CC(=O)c1cccc(NC(=O)c2ccc([N+](=O)[O-])o2)c1	7	-3	12	26	-1	2	18	-17	11
O=C(NC(=S)NCCc1ccccc1)c1ccccc1F	-19	-4	-7	-1	3	-2	7	-3	-13
CCNC(=O)N1CCC(c2nc3ccccc3s2)CC1	8	-4	-27	23	-3	1	8	0	1
O=C(O)/C=C/C(=O)Nc1ccc(Cl)c(C(=O)O)c1	-1	-2	-6	2	-2	1	-7	8	2
CN(c1ccc(C(=O)N2CCCCC2)cc1)S(=O)(=O)c1cccs1	4	1	-3	2	-5	1	-4	6	-4
COc1cc(NC(=O)c2cccs2)ccc1NC(=O)c1ccccc1Cl	6	1	-5	8	-2	2	23	0	-2
O=C(Cc1ccccc1)Nc1ccc2oc(-c3cccnc3)nc2c1	-6	1	-14	i	-3	-1	2	11	-8
Cc1c(Cl)cccc1NC(=S)N1CCC(N(C)CC2CCCO2)CC1 (stereo not drawn)	-7	-1	-38	6	-1	2	-6	-11	-1
O=C(CNS(=O)(=O)c1ccccc1)N/N=C/c1ccncc1	13	-1	-1	8	-2	0	-1	5	-5
Cc1cccc(C(=O)NCC(=O)N2CCOCC2)c1	-3	2	12	8	-1	2	7	5	-4
CC1CCCCC1NC(=O)CN(C)S(=O)(=O)c1cccc2nsnc12 (stereo not drawn)	-8	-3	-8	13	3	0	-3	-3	9
Cc1ccc(-c2cn3c(n2)CCCC3)cc1	-7	0	0	1	-2	-7	1	6	0
O=C(O)CCN1CC2([N+](=O)[O-])C=CC(=O)C([N+](=O)[O-])(C1)C2CC(=O)c1ccccc1 (stereo not drawn)	-4	-2	4	18	11	2	20	-17	7
COCCN(C(=O)c1ccco1)c1nnc(-c2ccc(OC)cc2)s1	-11	3	-4	-48	4	2	39	9	-9
CN1CCN(c2ccc([N+](=O)[O-])cc2NC(=O)c2ccco2)CC1	-6	5	5	16	0	2	-2	-3	-12

Three compounds from above, ordered by the number in PfGluPho inh, largest number first:
compound,SENP6 inh,SENP8 block-2,HKDC1 inhibitor,SENP1 inh,PfGluPho inh,UBC13 polyUb,SENP7 block
COc1ccc(OC)c(CCNC(=O)c2ccc3c(c2)N(Cc2ccc(F)cc2)CCS3)c1,-8,-365,0,0,13,24,6
O=C(CNS(=O)(=O)c1ccccc1)N/N=C/c1ccncc1,-1,8,-2,0,-1,5,-5
Cc1cccc(C)c1NC1=NC(=S)N(c2ccc(C(=O)O)cc2)C12CCCCC2,-9,-12,-3,0,-22,-3,-3

Remaining list, next part.
SMILES	SENP8 block-1	MIN6 prolif	SENP6 inh	SENP8 block-2	HKDC1 inhibitor	SENP1 inh	PfGluPho inh	UBC13 polyUb	SENP7 block
COc1ccc(C(=O)Nc2cccc(S(=O)(=O)N3CCCC3)c2)cc1S(=O)(=O)N1CCOCC1	-3	-1	-2	8	-3	1	4	8	10
CCOP(=O)(c1ccccc1Cl)C1(O)CCCCC1 (stereo not drawn)	-16	0	-7	6	-7	2	7	-6	-3
CSCCC(NC(=O)c1ccco1)C(=O)N(C)CC(=O)Nc1c(Cl)cccc1Cl (stereo not drawn)	-7	0	-15	-1	-15	1	5	-1	8
CN(C)N1C(N)=C(C#N)C(c2ccccc2)C2=C1CCCC2=O (stereo not drawn)	0	-2	-1	2	-8	1	-7	-10	-6
Cc1cccc(NC(=O)NCC(F)(F)F)n1	-10	-1	-4	14	-3	-1	5	-1	-7
O=C1c2ccccc2C(=O)N1c1nc2nccc(-c3ccccc3)n2n1	3	2	-8	-57	5	3	1	10	3
CC(C)(C)c1ccc(-c2nc3n(c(=O)c2C#N)CCS3)cc1	1	-2	6	-59	6	-3	1	20	-2
Clc1cccc(NC2=NCCC2)c1	-9	-3	-12	20	4	1	-10	-1	-17
NC(=O)NCc1ccccc1	-3	1	-9	8	-3	1	-9	-1	2
Brc1ccc2nc3c(n2c1)CCCC3	3	-1	8	19	-2	3	-9	8	4
COc1ccc(NC(=O)N(C)C[C@H]2Oc3c(NC(=O)Cc4ccccc4)cccc3C(=O)N([C@H](C)CO)C[C@@H]2C)cc1	-6	2	6	12	-3	0	-3	5	3
Cc1ccn(CC(C)C(=O)O)n1 (stereo not drawn)	-3	-1	9	17	-11	1	16	0	9
CCOC(=O)C1CCCN(C(=O)c2cc3nc(-c4ccc5c(c4)OCO5)cc(C(F)(F)F)n3n2)C1 (stereo not drawn)	-2	1	-16	-280	-3	-22	5	18	3
O=C(Nc1ccccc1C(=O)NC(Cc1c[nH]c2ccccc12)C(=O)O)c1ccccc1 (stereo not drawn)	-1	-1	-11	0	1	1	-18	6	-10
O=C(Nc1cccc(S(=O)(=O)NC2=NCCC2)c1)c1cc(F)c(F)c(F)c1F	2	-3	8	15	-6	0	-3	-1	7
Cc1ccc(S(=O)(=O)N2CCc3ccccc3C2)cc1C	5	0	4	15	-5	1	11	4	5
CCc1nc(SCC(=O)N2CCOCC2)c2c(=O)n(C)c(=O)n(C)c2n1	3	-4	4	6	-5	-2	1	4	2
COc1ccc(NC(=O)CN(C)Cc2cccs2)cc1Cl	4	1	-9	10	-1	1	-3	-1	-1
O=C(NCCOC(=O)c1ccncc1)c1ccccc1	-8	-3	-24	10	2	3	-7	-2	-7
Cc1c(NS(=O)(=O)c2ccc3c(c2)OCCO3)cccc1-c1nc2cccnc2s1	4	-3	-6	-170	2	-7	-43	-4	10
Cn1c(=O)c(-c2cc(Br)ccc2N)nc2ccccc21	-6	-3	14	-14	-2	7	0	-10	14
Cc1ccc(OCC(=O)N(Cc2ccco2)c2c(N)n(Cc3ccccc3)c(=O)[nH]c2=O)cc1C	-1	0	-5	1	3	-2	-2	3	-1
O=C(NCCc1cn2ccccc2n1)c1ccccc1F	4	-4	18	-2	2	-1	-9	0	11
CC1=CCC2C(=O)N(c3ccc(C(=O)N4CCCCCC4)cc3)C(=O)C2C1 (stereo not drawn)	-7	-1	-13	16	-2	1	-13	-10	-8

Reprinted at random: 4 entries already listed, in no set order.
SMILES	SENP8 block-1	MIN6 prolif	SENP6 inh	SENP8 block-2	HKDC1 inhibitor	SENP1 inh	PfGluPho inh	UBC13 polyUb	SENP7 block
CCOC(=O)C1CCCN(C(=O)c2cc3nc(-c4ccc5c(c4)OCO5)cc(C(F)(F)F)n3n2)C1 (stereo not drawn)	-2	1	-16	-280	-3	-22	5	18	3
Cc1cccc(NC(=O)NCC(F)(F)F)n1	-10	-1	-4	14	-3	-1	5	-1	-7
O=C(Nc1cccc(S(=O)(=O)NC2=NCCC2)c1)c1cc(F)c(F)c(F)c1F	2	-3	8	15	-6	0	-3	-1	7
Cc1c(NS(=O)(=O)c2ccc3c(c2)OCCO3)cccc1-c1nc2cccnc2s1	4	-3	-6	-170	2	-7	-43	-4	10
